High-throughput results: PubChem BioAssay, several laboratories
BoNT-F LC inh – inhibitors of Botulinum neurotoxin F light chain protease. AID 588497. 360,000 tested, 0.22% active. inhibition, % at 10 µM. Multiplex microsphere protease cleavage assay, flow cytometry; in the data active means inhibition above about 35%, passing the limit was not always enough; inconclusive means no clear call, values can overlap the other calls; further: plate controls were buffer without enzyme for full effect and enzyme alone for no effect
PrPC TRFRET – inhibitors of human cell surface prion protein PrPC | TR-FRET read-out | inhibition, % at 13.8 µM | 370,000 tested, 0.43% active; in the data active means inhibition above about 24%; further: 0% = median of the test wells and 100% = reference compound wells
UGM FP inh – blocks M. tuberculosis UGM enzyme; P9WIQ1; purified UGM, fluorescence polarization probe displacement; inhibition, % at 10 µM; 320,000 tested, 0.06% active; AID 504406; in the data active means inhibition above about 10%, passing the limit was not always enough; inconclusive means no clear call, values can overlap the other calls
Target sequence (P9WIQ1 whole entry, looked up): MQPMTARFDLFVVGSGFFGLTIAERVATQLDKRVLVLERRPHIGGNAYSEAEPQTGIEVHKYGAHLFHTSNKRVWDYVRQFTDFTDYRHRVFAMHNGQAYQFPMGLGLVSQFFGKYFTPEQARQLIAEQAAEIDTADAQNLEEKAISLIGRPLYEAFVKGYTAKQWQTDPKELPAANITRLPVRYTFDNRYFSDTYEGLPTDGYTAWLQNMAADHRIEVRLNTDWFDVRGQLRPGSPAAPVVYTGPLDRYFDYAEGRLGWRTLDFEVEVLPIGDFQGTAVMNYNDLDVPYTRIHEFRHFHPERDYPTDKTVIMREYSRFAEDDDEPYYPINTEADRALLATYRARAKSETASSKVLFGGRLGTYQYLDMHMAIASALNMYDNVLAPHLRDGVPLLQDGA
GDH-TPI counter – counter-screen for M. tuberculosis FBA inhibitors: GDH-TPI coupled enzymes. inhibition, % at 4.8 µM. GDH-TPI coupled enzyme counterscreen, NADH absorbance. 360,000 tested, 1.2% active; in the data active means inhibition above about 30%;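 further: 0% = DMSO wells and 100% = wells lacking the enzyme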
Rv3671c protease – inhibits the M. tuberculosis serine protease Rv3671c; inhibition, % at 5.96 µM; 320,000 tested, 0.048% active; in the data active means inhibition above about 38%;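 further: extracellular domain of Rv3671c used as enzyme; 0% = enzyme with DMSO and 100% = no enzyme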
Target sequence (P9WHR9 whole entry, looked up, the tested form may be a part): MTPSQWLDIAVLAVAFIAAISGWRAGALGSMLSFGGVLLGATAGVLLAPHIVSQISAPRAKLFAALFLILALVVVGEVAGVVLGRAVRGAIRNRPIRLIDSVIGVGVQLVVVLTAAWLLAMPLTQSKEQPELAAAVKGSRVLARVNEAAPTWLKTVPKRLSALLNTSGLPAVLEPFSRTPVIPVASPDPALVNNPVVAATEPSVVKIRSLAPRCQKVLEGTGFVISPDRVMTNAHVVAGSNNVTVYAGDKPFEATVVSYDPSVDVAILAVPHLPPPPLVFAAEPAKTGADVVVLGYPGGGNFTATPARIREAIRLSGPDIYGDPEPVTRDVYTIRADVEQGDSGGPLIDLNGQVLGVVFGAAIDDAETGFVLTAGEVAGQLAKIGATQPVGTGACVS
FBA Mtb inh – inhibitors of M. tuberculosis fructose-bisphosphate aldolase; P9WQA3; AID 588726; 360,000 tested, 2.3% active; inhibition, % at 1 µM; purified M. tuberculosis FBA, fluorescence read-out; in the data active means inhibition above about 27%;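 further: 0% = vehicle and 100% = reference inhibitor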
MazEF act – activators of E. coli MazEF toxin-antitoxin RNase. P0AE70. FAM/BHQ RNA-DNA oligo cleavage fluorescence, 5 h. activation, % at 20 µM. 350,000 tested, 0.32% active. AID 504720; in the data active means activation above about 50%
Target sequence (P0AE70 whole entry, looked up): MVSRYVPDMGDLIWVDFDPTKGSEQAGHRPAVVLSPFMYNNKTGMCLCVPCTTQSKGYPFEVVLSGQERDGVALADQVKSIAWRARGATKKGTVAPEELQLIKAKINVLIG
Mtb BioA inh – blocks M. tuberculosis BioA enzyme activity; purified M. tuberculosis BioA enzyme, plate reader; inhibition, % at 9.99 µM; 360,000 tested, 0.096% active; in the data active means inhibition above about 40%; inconclusive means no clear call, values can overlap the other calls
FadD28 FP inh – M. tuberculosis FadD28 bisubstrate binding inhibition; inhibition, % at 12.5 µM; FadD28 bisubstrate probe binding, fluorescence polarization; 360,000 tested, 0.22% active; in the data active means inhibition above about 8.5%, passing the limit was not always enough; inconclusive means no clear call, values can overlap the other calls
Active calls of the source: *; ? = inconclusive; . = no result given.

SMILES	BoNT-F LC inh	PrPC TRFRET	UGM FP inh	GDH-TPI counter	Rv3671c protease	FBA Mtb inh	MazEF act	Mtb BioA inh	FadD28 FP inh
O=C(c1cccc(Br)c1)N1CCN(C(=O)c2cccc(Br)c2)CC1	-6	0	0.2	2	0	-8	0	10	-2.0
COC(=O)C1=C(NC(=O)COc2ccc3ccccc3c2)CCS1	1	7	-1.5	3	5	1	-3	1.5	-0.6
CCn1c(CNC(=O)c2ccccc2F)nnc1SCCOc1ccccc1	-3	0	2.7	9	0	2	0	2.6	-1.1
N[C@@H](Cc1ccccc1)C(=O)N1CCC(C(=O)NCC(=O)Nc2ccc(F)cc2)CC1	-11	-4	7.2	3	0	2	-2	.	0.6
CCCCN(C)C(=O)C1CCC(=O)N(c2cc(OC)c(OC)c(OC)c2)C1c1ccc(OC)cc1 (stereo not given)	3	1	1.2	5	19	1	3	-2.4	-1.8
C/C(=N/OC(=O)c1ccc(C)cc1)C(=O)c1ccc(Br)cc1	?	10	-2.7	-17	1	-1	-3	-1.7	-4.1
NNC(=O)Cn1nnc(-c2ccc(C(F)(F)F)cc2)n1	.	1	3.6	4	-1	-1	3	-1.2	0.0
COc1cccc(CN2CCN(C(=O)Nc3ccc([N+](=O)[O-])cc3)CC2)c1	-5	-2	0.5	7	-9	-2	-10	.	-1.3
CCCCSc1nnc2c(n1)[nH]c1ccccc12	2	1	0.7	-8	-1	4	-2	0.4	-2.8
Cc1ccc(S(=O)(=O)NCCC(=O)N2CCN(S(=O)(=O)c3cccc(F)c3)CC2)cc1C	9	-7	1.0	4	3	2	3	.	-1.0
O=C(NCc1ccccc1)C(c1cccnc1)N(C(=O)c1ccccn1)c1cccc(F)c1 (stereo not given)	2	3	1.3	0	-1	1	2	-0.8	-0.8
CSc1ncc(Cl)c(C(=O)Nc2ccccc2Br)n1	1	3	-1.0	5	-5	0	-2	.	-5.0
O=C(NCCC1=CCCCC1)Nc1ccc2nsnc2c1	-3	-16	0.1	9	-26	12	5	.	0.6
Cc1cccc(NC(=O)Cn2c(=O)oc3ccccc32)c1C	-26	11	0.2	-1	1	5	-5	-2.0	0.3
O=[N+]([O-])c1ccc(O)c(/C=N/n2cnc3ccccc32)c1	4	1	-2.2	21	13	-2	-3	-2.1	-0.7
CCCOc1ccc(/C=N/NC(=O)C2CCCN2S(=O)(=O)c2ccc(Cl)cc2)cc1 (stereo not given)	?	8	0.0	1	-4	5	4	-1.2	0.4
CC(=O)CCN1CCOCC1	-21	1	1.8	9	-6	4	6	-0.4	-0.4
CC(=O)c1c(N2CCC(C(N)=O)CC2)nc(=S)n(-c2ccccc2)c1C	-1	-1	-1.0	10	2	-1	-3	1.3	0.4
COc1cc(OC)cc(-c2c(C#Cc3ccsc3)c3cc(-c4ccc(SC)cc4)ccc3n2C)c1	-6	3	4.0	4	0	3	-18	-3.8	-0.4
CCc1cccc(CC)c1NC(=O)CCCSc1nc2ccccc2s1	0	5	3.5	6	1	6	0	.	-3.8
O=C(Nc1ccnn1C1CCN(Cc2ccc(CO)o2)CC1)c1ccc2c(c1)OCO2	1	-4	-0.7	-2	2	3	-7	-0.8	-0.9
CS(=O)(=O)N1CCN(c2ccc(C(=O)N3CCOCC3)cc2[N+](=O)[O-])CC1	-1	-14	-1.6	-1	4	-2	5	.	-0.4
COc1ccc(CC(=O)NNC(=O)COc2ccc3ccccc3c2)cc1	-7	-4	-0.8	14	-22	2	5	.	-2.2
CC(Sc1nnc(-c2ccccc2F)n1C1CC1)C(=O)NC(N)=O (stereo not given)	-11	-6	0.7	-5	8	-3	-14	2.4	-2.2
C=CCn1c(O)c(C(C)=NCCCO)c(=O)[nH]c1=O	-7	4	1.5	-11	5	0	-5	-2.2	-2.1
COc1cccc(N(CC(=O)NCc2cccnc2)S(C)(=O)=O)c1	-16	-1	3.1	-1	-7	4	-1	-1.7	-0.9
C=CCN(CC=C)S(=O)(=O)c1ccc2nsnc2c1	0	-20	0.3	11	0	1	6	0.0	0.3
CCCCCC(=O)N1CCCC1	?	-1	-5.1	3	.	-1	2	1.4	-4.1
CCCc1nc(SCC(=O)N2CCN(c3ccccc3)CC2)c2c(=O)n(C)c(=O)n(C)c2n1	-8	0	-2.8	5	-4	0	6	0.6	0.2
COc1ccc(-c2cc(=O)c3ccccc3s2)cc1	-3	-15	-3.1	31	-25	2	-4	7.0	-1.4
COc1ccc(C=O)cc1CSc1ncccc1C(=O)O	-16	3	2.5	9	-3	1	5	-1.0	-0.8
CCN(CC(=O)Nc1ccc(NC(C)=O)cc1)C(=O)CCN1C(=O)C2CC=CCC2C1=O (stereo not given)	-2	2	.	-7	.	2	7	1.1	-0.7
CCN(C)Cc1c(C(=O)N2CCc3ccccc3C2)nc2ccc(Cl)cn12	1	-6	-0.9	3	-4	-3	-24	.	1.6
CC(C)C(=O)Nc1ccc(C(=O)NC2CCSC2=O)cc1 (stereo not given)	-3	-4	-2.0	10	-4	-2	6	0.0	-1.2
Cc1cc(N2C(=O)C(O)=C(C(=O)c3cc4ccccc4o3)C2c2cccs2)no1 (stereo not given)	-8	13	-4.9	7	3	6	7	-2.0	-3.0
O=C([C@@H]1CCCN1C1=NS(=O)(=O)c2ccccc21)N1CCN(c2ccccc2)CC1	5	7	.	7	.	1	-7	1.2	-0.1

Brought forward from above: 5 entries; new compounds follow.
SMILES	BoNT-F LC inh	PrPC TRFRET	UGM FP inh	GDH-TPI counter	Rv3671c protease	FBA Mtb inh	MazEF act	Mtb BioA inh	FadD28 FP inh
CCN(CC(=O)Nc1ccc(NC(C)=O)cc1)C(=O)CCN1C(=O)C2CC=CCC2C1=O (stereo not given)	-2	2	.	-7	.	2	7	1.1	-0.7
CCN(C)Cc1c(C(=O)N2CCc3ccccc3C2)nc2ccc(Cl)cn12	1	-6	-0.9	3	-4	-3	-24	.	1.6
CC(C)C(=O)Nc1ccc(C(=O)NC2CCSC2=O)cc1 (stereo not given)	-3	-4	-2.0	10	-4	-2	6	0.0	-1.2
Cc1cc(N2C(=O)C(O)=C(C(=O)c3cc4ccccc4o3)C2c2cccs2)no1 (stereo not given)	-8	13	-4.9	7	3	6	7	-2.0	-3.0
O=C([C@@H]1CCCN1C1=NS(=O)(=O)c2ccccc21)N1CCN(c2ccccc2)CC1	5	7	.	7	.	1	-7	1.2	-0.1
CC1=C(C#N)C2(O)C(=O)c3ccccc3C2(O)N1 (stereo not given)	-5	-5	-0.5	9	-7	3	-6	-0.7	0.7
Cc1cccc(-n2c(SCC(=O)NC3CCCC3)nnc2-c2ccoc2C)c1	-1	-12	1.7	3	5	0	6	.	-1.9
CC1CCN(C(=O)C(Cc2ccccc2)n2cccc2)CC1 (stereo not given)	-4	2	-1.6	0	3	2	-3	-1.6	-0.1
Cc1ccccc1N=C1NN=C(c2ccccc2F)CS1	2	7	1.3	11	-3	1	3	-0.1	1.2
CCOC(=O)c1c(NC(=O)CSc2nncs2)sc(C)c1-c1ccccc1	-2	13	-1.0	7	-7	1	0	.	-9.4
CCOC(=O)/C(C#N)=C/c1ccc(N2CCCCC2)cc1	4	4	2.7	0	3	-15	-44	.	-0.5
COc1ccc(-c2cc(=O)[nH]c(=O)[nH]2)cc1	9	5	-2.4	17	-2	-4	11	-0.2	-1.8
Cc1cc(=O)c2ccc(Cl)cc2[nH]1	-4	4	0.2	-2	3	1	4	0.8	-1.1
COc1cccc(CC(=O)Nc2nc3ccccc3[nH]2)c1	1	-1	4.3	-1	-4	4	-1	.	0.7
CCOC(=O)N1CCN(C(=O)c2c[nH]c3ccc(S(=O)(=O)N(C)c4ccccc4C)cc3c2=O)CC1	-10	-6	3.1	4	-1	12	2	1.2	-3.1
Cc1ccc(NC(=O)c2cc3cccc([N+](=O)[O-])c3[nH]2)cc1	2	-1	-2.7	4	-5	0	11	.	-0.6
CCc1ccccc1OCC(=O)NCC1COc2ccccc2O1 (stereo not given)	2	13	1.3	3	-3	0	11	0.1	-1.7
CCN(CC)S(=O)(=O)c1ccc(C(=O)OCC(=O)NCCN2C(=O)CSC2=O)cc1	-1	-3	0.5	-6	-6	0	5	-1.7	-0.1
Cc1ccc(SCC(=O)OCC(=O)NCCc2ccccc2)cc1C	-11	0	2.0	-1	-1	-2	0	-0.4	-2.7
O=C1NC2C(NC(=O)N2C2CCCCC2)N1C1CCCCC1 (stereo not given)	1	0	-3.9	5	2	0	7	-2.7	0.1
O=C(CN1C(=O)c2ccccc2S1(=O)=O)NCCSCc1cccc(Cl)c1	12	7	1.1	2	-3	-2	6	0.3	-3.3
Cc1cc(Nc2cccc(F)c2)n2ncnc2n1	-11	4	0.3	8	-1	2	0	1.9	-0.8
CN(C)S(=O)(=O)c1ccc(N=Cc2c(C(F)(F)F)[nH][nH]c2=O)cc1	-4	3	-1.5	2	9	0	5	-0.5	-2.4
COc1cccc(/C=N/NC(=O)CN(C2=NS(=O)(=O)c3ccccc32)c2ccccc2)c1	-2	-3	3.2	2	-8	-1	-3	.	-3.3
Cc1ncsc1C(=O)N1N=C2/C(=C/c3ccccc3)CCCC2C1c1ccccc1 (stereo not given)	4	1	-3.6	13	3	6	5	-1.6	-0.4
CC(=O)Nc1cc(C(=O)N2CCC3(CC2)OCCO3)ccc1Sc1ccc(F)cc1	-12	0	0.5	-7	15	4	9	.	-0.9
CCC1(C)NC(=O)N(CC(=O)Nc2sc3c(c2C(N)=O)CCC3)C1=O (stereo not given)	-16	-1	0.0	-1	12	-2	9	0.2	3.6
COc1cccc(C(c2c(C)[nH]n(-c3ccccc3)c2=O)c2c(C)[nH]n(-c3ccccc3)c2=O)c1O	-18	5	-1.1	15	-179	0	11	.	-0.8
Cc1ccc(C(=O)OCC(=O)Nc2c(C)nn(-c3ccccc3)c2C)c(O)c1	12	-5	.	15	.	5	-1	-1.9	0.4
CC(=O)N1CCCN(Cc2cn(-c3ccc(C)cc3)nc2-c2ccc(F)cc2)CC1	0	2	2.3	-4	3	-1	1	.	-3.0
CC1CCN(C(c2ccc(N(C)C)cc2)c2nnnn2C(C)(C)C)CC1 (stereo not given)	-2	1	-0.8	-7	-3	0	-4	-1.4	-1.3
CCOC(=O)Oc1ccc(C(=O)OCCCN(C)C)cc1OC	-2	-3	2.2	7	-10	-2	6	.	-0.5
COc1ccc(NC(=O)Cn2nc(C(F)(F)F)c3c2CCCC3)cc1OC	-7	5	-0.7	4	-2	1	-2	.	-5.9
COc1ccc2c(c1)sc(N)[n+]2Cc1cc(C)cc2cccnc12	-16	8	-0.2	-4	8	2	8	0.3	-0.8
COc1ccc(/C=N/NC(=O)C(=O)NCc2cccnc2)cc1OC	2	-3	-0.6	28	4	4	1	.	-2.0
CCN1CCN(Cc2nc3cc(NC(=O)COc4ccc([N+](=O)[O-])cc4)ccc3n2C)CC1	2	-24	0.4	-2	3	0	11	0.5	-2.8

Only MazEF act and FBA Mtb inh (two entries from above):
Molecule | MazEF act | FBA Mtb inh
COc1ccc(/C=N/NC(=O)C(=O)NCc2cccnc2)cc1OC | 1 | 4
CC1CCN(C(c2ccc(N(C)C)cc2)c2nnnn2C(C)(C)C)CC1 (stereo not given) | -4 | 0
